Screening data deposited in PubChem by several laboratories.
CatS block: inhibitors of human cathepsin S; P25774; inhibition, %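 (tested at 5 µM per compound within 10-compound mixtures)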; AID 501; actives 0.06% (n = 62,000); recombinant cathepsin S, AMC dipeptide fluorescence, pooled mixtures; in the data active means inhibition above about 32%, passing the limit was not always enough; inconclusive means no clear call, values can overlap the other calls;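 further: 0% = enzyme without compound and 100% = blank without enzyme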
Target sequence (P25774 115-331 limits assumed): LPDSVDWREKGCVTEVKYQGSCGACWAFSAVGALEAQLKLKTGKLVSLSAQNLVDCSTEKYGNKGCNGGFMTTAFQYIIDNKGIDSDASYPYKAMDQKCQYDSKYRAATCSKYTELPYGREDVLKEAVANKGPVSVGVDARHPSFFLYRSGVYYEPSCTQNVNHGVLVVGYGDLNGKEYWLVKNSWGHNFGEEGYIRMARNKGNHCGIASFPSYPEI
C1s block: blocks human complement C1s protease activity | actives 0.16% (n = 62,000) | mean inhibition % of two 10-compound mixtures (active compounds read high), % at 5 µM (by protocol) | AID 538 | P09871 | purified C1s, fluorogenic AMC substrate, pooled mixtures;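 active means inhibition above 20% in each of the two 10-compound mixture wells holding the compound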;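 further: 0% = enzyme wells lacking compound mixture and 100% = no-enzyme blank wells; some compounds called inactive have numbers as strong as hits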
CatG inh: blocks human cathepsin G enzyme activity. inhibition, % at 5 µM (by protocol). actives 0.2% (n = 62,000). purified enzyme, AMC-tetrapeptide fluorescence, pooled mixtures;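 active means inhibition above 20% in each of the two mixture wells holding the compound; inactive means inhibition of 20% or less in either well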;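 further: 0% = enzyme control without mixture and 100% = blank lacking enzyme; strong numbers were not always called active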
Target sequence (P08311 21-244 limits assumed): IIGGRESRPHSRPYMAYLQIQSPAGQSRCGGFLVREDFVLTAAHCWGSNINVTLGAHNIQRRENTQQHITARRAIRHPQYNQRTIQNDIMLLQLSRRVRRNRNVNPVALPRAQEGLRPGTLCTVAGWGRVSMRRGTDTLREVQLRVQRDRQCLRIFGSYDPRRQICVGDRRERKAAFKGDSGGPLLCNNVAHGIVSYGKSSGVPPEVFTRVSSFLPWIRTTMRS
CatB mix inh: inhibitors of human cathepsin B in compound mixtures; AID 488; Purified cathepsin B, AMC dipeptide fluorescence; P07858; actives 0.06% (n = 62,000); inhibition, %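 (ten-compound pools at 5 µM per compound and 50 µM total)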; in the data active means inhibition above about 22%, passing the limit was not always enough; inconclusive means no clear call, values can overlap the other calls;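 further: 0% = enzyme without compound and 100% = no enzyme blank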
CatL block: blocks human cathepsin L protease activity | P07711 | purified cathepsin L, fluorogenic substrate, fluorescence | inhibition, %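 (tested at 10 µM)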 | actives 0.17% (n = 58,000) | AID 460; in the data active means inhibition above about 45%;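 further: 0% = enzyme with no compound and 100% = no enzyme blank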
CatB block: human cathepsin B inhibition; P07858; AID 453; actives 0.1% (n = 63,000); purified cathepsin B, fluorogenic substrate, fluorescence; inhibition, %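 (tested at 10 µM)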; in the data active means inhibition above about 21%;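 further: 0% = enzyme with no compound and 100% = no enzyme blank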
Abs 340nm: compounds absorbing at 340 nm | fold change at 10 µM | 65,000 tested, under 10 active | compound absorbance at 340 nm, fold over control;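 active means at 10 µM dose, initial 340 nm absorbance at least 2 fold that of control wells; inactive means change under 2 fold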;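 further: initial absorbance extrapolated from kinetic A340 decline of NADH oxidation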
FXIa mix inh: blocks human factor XIa in pooled compound mixtures. actives 0.19% (n = 62,000). inhibition, % at 5 µM. AID 680. purified FXIa, fluorogenic substrate;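 further: each value is inhibition by a whole ten-compound pool holding the compound; 0% = enzyme with no mixture and 100% = wells lacking enzyme; strong numbers were not always called active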
Target sequence (P03951 19-387 limits assumed): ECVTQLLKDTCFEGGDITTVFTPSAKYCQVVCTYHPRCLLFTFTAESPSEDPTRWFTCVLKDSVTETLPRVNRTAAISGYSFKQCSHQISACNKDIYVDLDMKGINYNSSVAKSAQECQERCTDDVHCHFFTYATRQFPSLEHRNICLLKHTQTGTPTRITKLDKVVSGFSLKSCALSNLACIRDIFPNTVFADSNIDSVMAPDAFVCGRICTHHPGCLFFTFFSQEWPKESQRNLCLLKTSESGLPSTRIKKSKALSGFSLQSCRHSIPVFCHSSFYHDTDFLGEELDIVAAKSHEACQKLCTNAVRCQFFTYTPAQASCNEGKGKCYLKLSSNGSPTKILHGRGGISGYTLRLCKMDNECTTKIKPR
Target sequence (P03951 388-625 limits assumed): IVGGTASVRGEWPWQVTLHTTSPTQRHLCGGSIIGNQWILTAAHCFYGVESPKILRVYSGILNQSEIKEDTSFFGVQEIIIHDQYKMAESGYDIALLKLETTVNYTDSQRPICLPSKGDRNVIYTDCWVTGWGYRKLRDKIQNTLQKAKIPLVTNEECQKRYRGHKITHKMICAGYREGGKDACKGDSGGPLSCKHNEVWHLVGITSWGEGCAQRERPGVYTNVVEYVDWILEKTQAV
FXIIa mix inh: factor XIIa (human) inhibition, mixture screen | P00748 | purified FXIIa, fluorogenic substrate, pooled mixtures | inhibition, % at 5 µM | actives 0.2% (n = 62,000);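 further: 0% = enzyme without compound and 100% = no enzyme blank; some results filed as inactive read as strong as hits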
Numbers without * were called inactive; ? = inconclusive; . = no result given. Unless noted, no stated cut-off is given here; in the data, active means inhibition above about 20% (passing the limit was not always enough); inactive means the rest.

SMILES	CatS block	C1s block	CatG inh	CatB mix inh	CatL block	CatB block	Abs 340nm	FXIa mix inh	FXIIa mix inh
O=C(CCN1C(=O)C2C3C=CC(C3)C2C1=O)N1CCN(c2cccc(Cl)c2)CC1 (stereo not given)	-7	2	6	1	9	2	1	1	1
CCOC(=O)C(C)NC(=O)C(NC(=O)C1CCC(CC)CC1)C(C)C (stereo not given)	6	-3	9	3	3	0	1.1	1	10
O=C(NCC12CC3CC(C1)CC(CNC(=O)N1CCCC1)(C3)C2)N1CCCC1	17	14	13	7	2	2	0.98	17	-4
CCN(Cc1ccccc1)S(=O)(=O)c1ccc(C(=O)Nc2nnc(-c3ccccc3OC)o2)cc1	3	13	7	4	6	6	1.1	11	4
Cc1ccc(C(=O)Nc2ncc3c(n2)CC(c2ccco2)CC3=O)cc1 (stereo not given)	9	-11	5	4	0	2	1	-2	4
Cc1ccc2[nH]c3c(c2c1)CCC3=O	-15	-15	-1	1	-16	-2	1	-3	-2
COc1ccc(C(=O)Nc2ccccc2C(=O)NCCCn2ccnc2)cc1	11	-6	0	5	7	-4	1	10	8
CCCC(=O)NC(C)c1nc2ccccc2n1C(C)C (stereo not given)	10	7	11	2	17	4	1	8	5
CCn1cc(SCC(=O)NCc2ccc3c(c2)OCO3)c2ccccc21	2	3	6	2	.	2	1	10	4
COc1ccc(-n2nnnc2SCC(=O)c2ccc3c(c2)OCCO3)c(OC)c1	-3	-33	2	2	7	4	0.96	7	1
CCOc1ccc2nc(SC(CC)C(=O)Nc3cc(C)on3)sc2c1 (stereo not given)	-4	2	7	1	.	3	1	-2	-2
O=C(COC(=O)c1ccco1)NCc1cccs1	4	-38	-1	-11	7	2	1	-15	4
CCC(=Nc1ccc(N)cc1)C1=C(O)C(C(=O)OC)C(C)(C)CC1=O (stereo not given)	0	3	11	-3	14	9	1	1	-23
O=C(Nc1ccc(NC(=O)C2CC2)cn1)c1ccccc1Cl	-5	18	5	3	8	5	0.99	8	-4
CCOC(=O)C1CCCN(c2ncnc3c2cnn3-c2ccc(OC)cc2)C1 (stereo not given)	-25	-21	-24	-8	0	-5	1	-28	7
CN(Cc1ccccc1)c1ncnc2c1cnn2-c1ccccc1	-2	2	8	4	5	0	0.99	1	3
CCCNC(=O)Cn1cnc2sc(C(=O)N3CCCC(C(=O)OCC)C3)c(C)c2c1=O (stereo not given)	1	13	10	6	2	2	1.1	5	5
COC(=O)c1ccc2c(=O)[nH]c(CN3c4ccccc4CC3C)nc2c1 (stereo not given)	9	1	0	7	16	-6	1	3	-4
Cc1c(NS(=O)(=O)CC23CCC(CC2=O)C3(C)C)c(=O)n(-c2ccccc2)n1C (stereo not given)	2	-5	-4	-1	10	5	1	5	4
COc1ccccc1NC(=O)Cc1csc(N)n1	-5	-4	-2	3	-9	3	1	8	0

As entered above:
In FXIa mix inh, CCCNC(=O)Cn1cnc2sc(C(=O)N3CCCC(C(=O)OCC)C3)c(C)c2c1=O (stereo not given) has the entry 5
In CatS block, O=C(COC(=O)c1ccco1)NCc1cccs1 has the entry 4
In CatS block, CCC(=Nc1ccc(N)cc1)C1=C(O)C(C(=O)OC)C(C)(C)CC1=O (stereo not given) has the entry 0

Additional entries
SMILES	CatS block	C1s block	CatG inh	CatB mix inh	CatL block	CatB block	Abs 340nm	FXIa mix inh	FXIIa mix inh
CC(=O)NCc1cn2c(C)csc2n1	6	2	2	3	.	-6	0.99	7	5
COc1cccc(NC(=O)C2CCN(S(C)(=O)=O)CC2)c1	-5	-10	0	37	-1	1	1	35	-2
COC(=O)c1ccc(NC(=O)C2C3CCC(C3)C2C(=O)O)cc1 (stereo not given)	14	-11	-2	7	15	6	1	8	-5
COc1cc(C(=O)NCCC(=O)NCCCN2CCCCC2C)cc(OC)c1OC (stereo not given)	-1	14	7	4	6	6	1	6	-19
COc1ccc(N(Cc2cc3cc(OC)ccc3[nH]c2=O)C(=O)C2CCCO2)cc1 (stereo not given)	17	-6	-1	0	-8	2	1.1	2	-2
Cc1cc(C(=O)NCc2ccc(S(N)(=O)=O)cc2)cs1	-29	-143	-15	-3	-1	-3	1	-23	7
O=C(COC(=O)CCc1c[nH]c(=O)[nH]1)Nc1ccccc1Cl	-3	-1	12	5	.	10	1.1	-4	5
O=C(Cn1c(=O)n(Cc2ccc3c(c2)OCO3)c(=O)c2ccccc21)N1CCCc2ccccc21	-15	-3	11	-8	-5	2	1	-2	2
CSc1nnc(Cn2c(=O)sc3ccccc32)n1-c1cccc(Cl)c1	-1	-11	11	4	2	-1	0.99	-6	0
Cc1nc(COC(=O)c2c(C)nn(-c3ccccc3)c2C)cs1	0	15	8	-2	33	1	1	0	7
Cc1c(-c2ccccc2)c(P(=O)(N2CCOCC2)N2CCOCC2)c2ccccn12	7	-16	-2	3	-15	-7	1	4	5
COc1ccc(C(=O)c2ccc(N(C)C)cc2)c(OC)c1	-5	12	8	1	4	3	1.1	10	1
COc1ccc(Br)cc1S(=O)(=O)n1ccnc1C	-5	-55	0	-11	10	4	1	-13	1
CN(C)c1ccc(CNC(=O)CN(C)S(=O)(=O)c2cccc3cccnc23)cc1	3	-16	6	0	.	0	1.1	-4	-2
N#Cc1ccc(CSc2nnc(-c3cccc(S(=O)(=O)N4CCCCC4)c3)o2)cc1	-8	-1	6	1	15	0	1	5	-20
COc1ccc(OC)c(-c2cc(C(=O)N3CCN(c4ncccn4)CC3)c3ccccc3n2)c1	-12	-112	-10	-5	-4	-3	1	13	2
CCOC(=O)N1CCC(NC(=O)c2cnn3c(C(F)(F)F)cc(-c4cccc(OC)c4)nc23)CC1	18	-19	-3	2	-13	1	1.1	2	8
COc1cc(OC)c(NC(=O)c2ccco2)cc1Cl	12	14	8	7	12	0	0.99	10	-15
CC(=O)O[C@H]1C[C@@H]2CC[C@@H]3[C@H](CC[C@@]4(C)[C@H]3C[C@H]([N+]3(C)CCCCC3)[C@@H]4OC(C)=O)[C@@]2(C)C[C@@H]1[N+]1(C)CCCCC1	29	3	37	-3	4	-1	0.99	28	4
O=C(O)CSc1nc(-c2ccccc2)nc2c1oc1ccccc12	?	15	14	7	3	-1	1.1	8	4
COCCNC(=O)NC1(C(F)(F)F)Oc2ccc(Cl)cc2O1 (stereo not given)	10	1	13	0	6	6	1	-2	7
CCOC(=O)CCc1c(C)nc2cc(C3CCCN(C(=O)OC(C)(C)C)C3)[nH]n2c1=O (stereo not given)	4	-1	11	4	8	3	0.99	4	4
Cc1ccc2c(c1)N(CCC(=O)NCc1cccnc1)C(=O)CO2	1	5	6	-1	7	9	0.97	8	5
O=C(Cn1cnc2c(nnn2-c2ccccc2)c1=O)NCC1CCCO1 (stereo not given)	12	-30	-9	6	.	7	1.1	5	4
COc1ccccc1CN(Cc1cc2cc(C)ccc2[nH]c1=O)Cc1nnnn1CC1CCCO1 (stereo not given)	-2	0	0	2	18	3	1	-1	-4
Cc1ccc(-n2nnnc2SCC(=O)Nc2ccc3c(c2)COC3=O)cc1C	15	-23	-7	-2	.	-2	1.1	6	-4
O=C(CSc1nc2ccccc2o1)Nc1ccc(N2CCOCC2)c(Cl)c1	-2	15	28	6	9	-1	1.1	14	3
Cn1c(SCC(=O)Nc2cccc(F)c2)nnc1-c1cc2ccccc2o1	-1	-5	20	-1	4	4	1.1	9	11
COCCn1c(COc2ccc(Cl)cc2)nnc1SCC(N)=O	-12	-151	-16	-3	-2	2	0.99	-34	5
COc1ccccc1NC(=O)Oc1ccc(NC(=O)c2ccco2)cc1	21	-6	-1	8	-1	-1	1	1	5
O=S(=O)(NC1CCCCC1)c1cccc(-c2nnc(-c3ccccc3)o2)c1	13	38	10	1	-1	3	1	3	0
C=CCn1c(=O)c2ccccc2n2c(SCc3nnc(-c4ccccc4Br)o3)nnc12	-9	16	16	5	-1	-1	0.98	7	0
COc1cccc(CC(=O)NCC2COc3ccccc3O2)c1OC (stereo not given)	4	16	7	6	3	1	0.98	2	5
CN(C)/C=N/c1c(C(=O)NCc2ccccc2)nnn1Cc1ccccc1	-6	6	-10	22	.	-2	1	30	-3
CCOC(=O)C1C(=O)CC(C)(O)C(C(=O)OCC)C1c1ccc(OCC)cc1 (stereo not given)	-1	3	4	0	-7	-8	1	2	-12
O=[n+]1cc(-c2ccc(F)cc2)n([O-])c2c1CCC2	-12	1	2	-4	-18	-4	1	4	-9
CCN1CCN(c2ccc(NC(=O)c3ccc4c(c3)OCO4)cc2)CC1	-2	11	6	5	6	5	1	3	6
CCN(C(C)=O)c1nnc(CSc2nc3ccccc3s2)s1	-5	-12	-7	4	3	4	0.98	7	4
CN1CCC2(CC1)NC(=O)NC2=O	-7	-52	0	-5	9	-6	0.99	0	18
Cn1c(SC2=CS(=O)(=O)c3ccccc32)nc2ccccc21	12	8	9	3	12	1	1	8	0
CC(CCCC(C)(C)O)NCCO (stereo not given)	0	-24	1	6	.	0	1	7	8
O=C(NCc1ccco1)c1ccc(CS(=O)(=O)Cc2ccc(Cl)cc2)o1	3	-16	0	6	1	2	0.99	4	-17
O=C1CC(c2cccs2)Sc2nc3ccccc3n21 (stereo not given)	-8	-66	-6	-3	-6	-1	1.1	-8	4
COC(=O)c1c[nH]n2c(=O)cc(C)nc12	-8	-11	-13	-2	.	-2	1	5	23
O=C(CCn1c(=O)[nH]c2ccccc2c1=O)NCCCN1CCN(c2cccc(Cl)c2)CC1	2	-1	-1	1	10	-1	1	11	4
COc1cccc(Oc2nnnn2-c2ccccc2)c1	17	2	1	1	10	5	1	8	-15
Cn1c(SCc2nn[nH]n2)nc2c1c(=O)n(Cc1ccccc1Cl)c(=O)n2C	-11	-45	-7	0	-13	0	1.1	-1	8
Cc1cc(=O)n(CC(C)C)c(O)c1C#N	-11	7	11	3	9	2	1	7	3
CC(=O)Nc1nc(=O)c2ccccc2s1	12	-15	18	3	1	6	1	9	7
COc1cc(NC(=O)Cc2ccccc2)ccc1NC(=O)c1ccco1	9	5	-2	4	-1	-1	1.1	11	-15
Further structures follow:
SMILES	CatS block	C1s block	CatG inh	CatB mix inh	CatL block	CatB block	Abs 340nm	FXIa mix inh	FXIIa mix inh
COC(=O)COc1ccc(S(=O)(=O)Nc2ccc(NC(C)=O)cc2)cc1C	16	0	14	-5	13	2	1.1	-6	7
Nc1nc(CSc2nc3ccccc3[nH]2)nc(N2CCOCC2)n1	0	-3	6	-9	1	0	0.96	1	-2
Cc1ccc(C(=O)CSc2n[nH]c(-c3ccco3)n2)cc1C	-4	18	9	5	-5	5	0.99	8	0
Cn1c(NC(=O)Cc2cccs2)cc(=O)n(C)c1=O	-2	-102	-5	-5	.	2	1	-19	4
COc1ccc(OC)c(C(=O)c2ccc(C(=O)O)cc2)c1	-1	10	10	3	-6	.	0.98	9	-23
CCC(c1nnc(SCCNCCO)n1CCN1CCOCC1)N(C)C (stereo not given)	-4	-28	1	5	3	-5	1	10	6
Cc1nc2ccc(S(=O)(=O)NCC(=O)N3CCN(c4ccccc4)CC3)cc2s1	-3	13	11	6	-2	1	1	6	-2
CC(=O)N1CCc2cc(S(=O)(=O)NCCCN3CCN(Cc4ccccc4)CC3)ccc21	5	-1	10	2	10	0	1.1	-1	-2
COc1ccccc1-c1nc(C#N)c(N2CCN(c3ccccc3)CC2)o1	17	1	4	2	-5	-1	1	12	1
Cc1nc2nc(-c3ccccc3)nn2c(C)c1Cl	5	6	7	6	10	10	1	4	9
O=C(c1ccc(S(=O)(=O)N2CCCCC2)cc1)c1nnc(-c2ccc(Cl)cc2)o1	-18	-92	-18	-12	.	4	1.1	-25	-18
CCOCCCNC(=O)C1CCN(C(=O)Nc2ccc(Cl)cc2)CC1	-4	-9	7	5	7	0	0.99	2	-19
O=C(NCCN1CCOCC1)c1ccccc1-c1ccccc1	-5	-1	-2	2	4	3	1	1	11

Already shown: an excerpt of the list.
SMILES	CatS block	C1s block	CatG inh	CatB mix inh	CatL block	CatB block	Abs 340nm	FXIa mix inh	FXIIa mix inh
CCOCCCNC(=O)C1CCN(C(=O)Nc2ccc(Cl)cc2)CC1	-4	-9	7	5	7	0	0.99	2	-19
O=C(NCCN1CCOCC1)c1ccccc1-c1ccccc1	-5	-1	-2	2	4	3	1	1	11

These rows are one share of the data; the hit share may differ from the screen's.
